High-throughput results (PubChem BioAssay)
GCN5L2 inh: inhibitors of human GCN5L2 histone acetyltransferase. actives 0.21% (n = 390,000). GCN5L2 HAT assay, ThioGlo1 CoA-SH fluorescence. Potency, µM (titrated, usually from 58.9 µM), for the others: top-dose activity change, negative = inhibition, usual class: inhibitors. Q92830
Target sequence (Q92830 whole entry, looked up): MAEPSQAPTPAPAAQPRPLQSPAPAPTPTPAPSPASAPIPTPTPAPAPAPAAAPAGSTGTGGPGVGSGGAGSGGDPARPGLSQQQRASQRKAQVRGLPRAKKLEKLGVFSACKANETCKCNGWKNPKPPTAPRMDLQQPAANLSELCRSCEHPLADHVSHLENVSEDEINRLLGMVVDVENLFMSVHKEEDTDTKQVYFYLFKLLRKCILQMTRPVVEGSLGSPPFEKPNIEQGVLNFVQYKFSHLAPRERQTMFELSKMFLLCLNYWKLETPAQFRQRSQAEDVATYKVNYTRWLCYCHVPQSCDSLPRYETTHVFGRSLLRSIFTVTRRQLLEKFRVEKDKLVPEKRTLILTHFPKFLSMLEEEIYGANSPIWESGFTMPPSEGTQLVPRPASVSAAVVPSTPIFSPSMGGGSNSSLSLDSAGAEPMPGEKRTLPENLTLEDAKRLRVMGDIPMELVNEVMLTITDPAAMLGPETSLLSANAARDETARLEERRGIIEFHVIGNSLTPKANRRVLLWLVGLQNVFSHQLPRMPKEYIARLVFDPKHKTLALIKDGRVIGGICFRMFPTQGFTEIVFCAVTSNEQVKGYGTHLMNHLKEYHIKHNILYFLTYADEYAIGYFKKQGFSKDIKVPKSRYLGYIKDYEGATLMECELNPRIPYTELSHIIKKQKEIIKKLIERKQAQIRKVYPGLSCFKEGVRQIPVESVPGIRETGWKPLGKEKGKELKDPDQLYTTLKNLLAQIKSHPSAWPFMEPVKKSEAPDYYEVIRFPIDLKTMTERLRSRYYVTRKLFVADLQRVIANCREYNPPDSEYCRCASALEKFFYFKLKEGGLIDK
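Free CoA generated was detected with ThioGlo1 (50uM) fluorescence at Ex340nm/Em540nm, read immediately and after 20 min at room temperature. Enzyme, 20 nM in HEPES pH 7.5 buffer, saw compounds 15 min before adding 75uM H3(1-25) peptide and 70uM acetyl-CoA.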
DT40 TDP1 CPT: growth inhibition of DT40 Tdp1-/-;hTDP1 cells with camptothecin (screen for TDP1 inhibitors); chicken DT40 Tdp1-/-;hTDP1 cells + 20 nM CPT, ATP luminescence, 48 h; Potency, µM (top dose mostly 46.2 µM), inactives show at the highest dose activity change, negative = growth inhibition, actives largely listed as inhibitors; actives 12% (n = 420,000); AID 686979; note: nearly all actives have a fitted effect of over 55% in size
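Cell growth measured by CellTiter-Glo luminescence after a minimum 48 h, 37 C compound exposure with 20 nM CPT in Tdp1-knockout DT40 cells stably expressing hTDP1, seeded 400/well; qHTS titration format.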
TDP1 cell noCPT: qHTS for Inhibitors of human tyrosyl-DNA phosphodiesterase 1 (TDP1): qHTS in cells in absence of CPT; AID 686978, 2013; actives 15% (n = 420,000); DT40 Tdp1-/- hTDP1 cells, no CPT, ATP luminescence, 48 h; Potency, µM (series often up to 46.2 µM), for inactives: at the highest dose activity change, negative = growth inhibition, hits mostly inhibitors; note: nearly all actives have a fitted effect of over 55% in size
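Camptothecin absent (DMSO only). Human TDP1-complemented DT40 knockout cells, 400 cells/well, 37 °C for minimum 48 hr; ATP measured via CellTiter-Glo, 30 min dark incubation, luminescence.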
* = called active by the depositor; ? = inconclusive; . = no result given; & = joins results of further samples. Calls come from the whole dose curve; as a rule, active = well fitted curve in the direction sought with a large enough effect; inconclusive = small, poorly fitted or top-dose-only effect, or another doubt; inactive = no such curve, though single readings can be large; an effect the other way counts as inactive or inconclusive. % is set by controls: 0 for no effect and ±100 for the full control effect; potency is the fitted concentration of half-maximal effect. Rows are unselected; any-hit rate near 18%.

A first look:
Each structure is followed by: GCN5L2 inh	DT40 TDP1 CPT	TDP1 cell noCPT
> CCCOc1cccc(C(=O)N(Cc2sccc2C)C2CCS(=O)(=O)C2)c1 (stereo not given)
→ -2.5%	?	13µM*
> CC(C)C(=O)Nc1cccc(-c2csc(-c3ccccc3)n2)c1
→ 12.0%	?	?
> CC1CCN(C(=O)CCNS(=O)(=O)c2ccc(Cl)cc2)CC1
→ 3.6%	0.2%	-9.5%
> CN(C)c1ncnc2c1ncn2[C@H]1CN(Cc2ccccc2)C[C@@H](CO)O1
→ .	-26.1%	-23.8%
> O=C(Nc1cc(S(=O)(=O)N2CCOCC2)ccc1N1CCCC1)c1ccc(F)cc1
→ -18.9%	13µM*	?

This part in full, repeating the preview:
Each structure is followed by: GCN5L2 inh	DT40 TDP1 CPT	TDP1 cell noCPT
> CCCOc1cccc(C(=O)N(Cc2sccc2C)C2CCS(=O)(=O)C2)c1 (stereo not given)
→ -2.5%	?	13µM*
> CC(C)C(=O)Nc1cccc(-c2csc(-c3ccccc3)n2)c1
→ 12.0%	?	?
> CC1CCN(C(=O)CCNS(=O)(=O)c2ccc(Cl)cc2)CC1
→ 3.6%	0.2%	-9.5%
> CN(C)c1ncnc2c1ncn2[C@H]1CN(Cc2ccccc2)C[C@@H](CO)O1
→ .	-26.1%	-23.8%
> O=C(Nc1cc(S(=O)(=O)N2CCOCC2)ccc1N1CCCC1)c1ccc(F)cc1
→ -18.9%	13µM*	?
> CCOc1ccccc1N(CC(=O)NCc1ccc(OC)cc1)S(C)(=O)=O
→ -0.2%	0.7%	-20.1%
> O=C(Cc1ccc(F)cc1)Nc1ccccc1Sc1ccccc1
→ 1.1%	?	-14.5%
> COc1cc(C)c(Br)cc1S(=O)(=O)NCc1cccs1
→ -5.0%	0.5%	-3.2%
> CC(C)C[C@@H](CNC(=O)OC(C)(C)C)NC(=O)c1nc[nH]c1C(=O)N[C@@H](CC(C)C)C(=O)CNC[C@H](CC(C)C)NC(=O)c1nc[nH]c1C(=O)N[C@@H](Cc1c[nH]c2ccccc12)C(=O)OC(C)(C)C
→ -16.0%	?	18.4µM*
> O=C(CN1CCN(CC(=O)Nc2ccc3c(c2)OCO3)CC1)Nc1ccc(F)cc1
→ -2.4%	-6.4%	-22.2%
> Cn1nc(C(C)(C)C)cc1NC(=O)Nc1ccc(F)cc1F
→ -0.9%	-3.6%	-16.4%
> COc1ccccc1OC(C)C(=O)Nc1cccc(-c2nc3ccccc3o2)c1 (stereo not given)
→ -11.9%	?	20.6µM*
> O=C(Nc1cccc(F)c1)N1C2CCC1CC(O)(c1cccnc1)C2 (stereo not given)
→ 1.6%	8.2%	-5.6%
> O=C(COC(=O)COc1ccc(Cl)cc1)Nc1ccc2c(c1)OCCO2
→ -2.7%	-19.0%	15.0%
> CCOc1ccc(C(NC(C)=O)c2ccc(OC)c(OC)c2)cc1 (stereo not given)
→ -3.0%	9.0%	0.9%
> O=C(CSc1nccn1-c1ccc(Cl)cc1)Nc1cccc2ccccc12
→ -1.4%	?	-13.6%
> COc1ccc(S(=O)(=O)N2CCOCC2)cc1NC(=O)c1cc2ccccc2o1
→ -21.7%	?	13µM*
> COc1ccc(-c2noc(-c3ccc(NCC4CCCO4)c([N+](=O)[O-])c3)n2)cc1 (stereo not given)
→ -2.4%	-2.9%	?
> CC(=O)N/C(=C\c1ccc(F)cc1)C(=O)N(C)C
→ -3.9%	-8.6%	-9.7%
> COc1cc(OC)cc(-c2c(C#Cc3ccsc3)c3cc(-c4ccccc4OC)ccc3n2C)c1
→ ?	?	-28.0%

Carrying on.
Each structure is followed by: GCN5L2 inh	DT40 TDP1 CPT	TDP1 cell noCPT
> O=C(CCl)c1ccc2c(c1)CCCC2
→ .	0.891µM*	0.794µM*
> Cc1cc(CNC(=O)COc2ccc(F)cc2F)c2ccccc2n1
→ -3.7%	?	?
> CCn1nc(NS(=O)(=O)c2ccc(F)cc2)c2cc3cccc(C)c3nc21
→ -9.0%	-17.7%	6.9%
> O=c1oc2ccccc2cc1-c1nc2c(s1)CCc1ccccc1-2
→ -21.0%	?	?
> Cc1onc(-c2c(F)cccc2Cl)c1C(=O)N(C)C1CCCCC1
→ 2.5%	?	?
> CC(NC(=O)c1ccccc1NC(=O)c1ccncc1)c1ccccc1 (stereo not given)
→ -2.6%	-15.2%	-7.1%
> CCC1=Nc2cc(C(=O)O)ccc2Sc2ccccc21
→ -2.6%	0.2%	-9.3%
> COc1cc2[nH]c(=O)n(CCCC(=O)N(C)Cc3ccccc3)c(=O)c2cc1OC
→ 1.6%	?	-25.0%
> O=C1c2ccccc2C(=O)c2c1cccc2N(CCO)CCO
→ -9.4%	-21.4%	-28.6%
> O=C(NCc1ccco1)c1cccc(NC(=O)c2ccco2)c1
→ 4.2%	-29.0%	-26.0%
> COC(=O)c1cc(NC(=O)COC(=O)CCc2c[nH]c3ccccc23)cc(C(=O)OC)c1
→ -4.9%	-4.3%	-9.6%
> CSc1ccc(S(=O)(=O)N2CCC(C(=O)NCCCn3ccnc3)CC2)cc1
→ -3.7%	-16.4%	-21.7%
> COc1ccc(-c2nn(-c3ccccc3)cc2/C=C/C(=O)O)cc1[N+](=O)[O-]
→ -7.6%	?	23.1µM*
> CC(C)(C)n1nc2c(c1NC(=O)Cc1ccc(F)cc1)CS(=O)(=O)C2
→ 0.3%	-1.5%	15.1%
> COc1ccccc1C=NNc1ccc([N+](=O)[O-])cn1
→ .	2.2%	6.5%
> COc1ccc(NC(=O)c2c(NCc3ccc(C)o3)sc3c2CCCCC3)c(OC)c1
→ -27.9%	9.2µM*	18.4µM*
> Cc1ccc2cccc(OCC(=O)N(C)CC(=O)Nc3ccc(F)cc3)c2n1
→ -1.7%	-20.0%	-7.6%
> Cc1cccc(C)c1NC(=O)NNC(=O)c1cc(C(C)(C)C)nn1Cc1ccccc1
→ 0.8%	-14.7%	?
> CCOC(=O)N1CCN(C(=O)c2ccc3c(c2)NC(=O)/C(=C/c2ccccc2)S3)CC1
→ -0.1%	?	?
> CCCC(c1nnnn1Cc1ccco1)N1CCC(C(N)=O)CC1 (stereo not given)
→ 0.1%	-17.9%	-0.5%

New compounds follow:
Each structure is followed by: GCN5L2 inh	DT40 TDP1 CPT	TDP1 cell noCPT
> O=C(OCc1ccccc1)c1ccc(NCc2cc(O)ccc2O)cc1
→ .	4.61µM*	3.66µM*
> Cc1cccc(/C=c2\s/c(=C\C(=O)C(C)(C)C)[nH]c2=O)c1
→ -16.5%	?	?
> COc1cc(/C=C/C(=O)NCCN2CCOCC2)cc(OC)c1OC
→ 1.4%	-1.5%	3.7%
> COc1ccc(C(C)C)cc1S(=O)(=O)n1ccnc1C
→ 0.0%	4.7%	-5.7%
> O=C1Nc2cc(Cl)ccc2Oc2cc(Oc3ccccc3)ccc21
→ -1.8%	?	20.6µM*
> O=C(NC(c1ccccc1)c1ccccc1)c1ccccc1
→ .	3.0%	-17.9%
> Cc1cc(NC(=S)N(CCN2CCCCC2)Cc2ccco2)ccc1Cl
→ -9.0%	?	?
> O=C(c1ccccc1)c1cn(Cc2ccc(F)cc2)c2ccccc2c1=O
→ -8.4%	?	?
> CCCCn1c(N)c(N(CC)C(=O)C2COc3ccccc3O2)c(=O)[nH]c1=O (stereo not given)
→ 1.6%	-13.5%	-9.8%
> O=C(Nc1ccc2oc(-c3ccncc3)nc2c1)c1cccs1
→ -18.5%	-8.8%	-18.7%
> O=C(CCCN1Cc2ccccc2C1)c1ccc(F)cc1
→ ?	?	?
> Clc1ccccc1/C=N/Nc1cc(N2CCOCC2)ncn1
→ -0.9%	22.1%	2.5%
> Cn1c(CNC(=O)C(Cc2ccccc2)NC(=O)c2ccccc2F)cc(=O)n(C)c1=O (stereo not given)
→ 0.4%	-15.4%	11.4%
> Cc1cc(C)cc(NC(=O)C2CCN(S(=O)(=O)c3ccc4c(c3)oc(=O)n4C)CC2)c1
→ 3.3%	-28.8%	?
> CN(C(=O)COc1ccc(Oc2ccccc2)cc1)C1CCS(=O)(=O)C1 (stereo not given)
→ 2.0%	-11.8%	-15.4%
> CCCN1C(=O)/C(=N\OCC(=O)Nc2ccc(C(C)C)cc2)c2ccccc21
→ -8.0%	-15.4%	?
> Cc1ccc(CNC(=O)CCCN2C(=S)NC(C)(C)CC2C)cc1 (stereo not given)
→ 2.7%	-2.8%	?
> COc1ccccc1N1CC(C(=O)OCc2nc(N)nc(Nc3ccccc3)n2)CC1=O (stereo not given)
→ 1.0%	-3.5%	-15.1%
> COc1ccccc1NS(=O)(=O)c1ccc(N/N=C/c2c(C)nn(-c3ccccc3)c2N2CCCC2)c([N+](=O)[O-])c1
→ -13.3%	?	6.51µM*
> CC1=C(C(=O)Nc2ccccc2)C(c2ccccn2)n2nc(CCCO)nc2N1 (stereo not given)
→ -5.2%	3.5%	-8.3%

Following part
Each structure is followed by: GCN5L2 inh	DT40 TDP1 CPT	TDP1 cell noCPT
> CCC(=NCc1ccccc1)c1c(C(F)(F)F)[nH]n(-c2nc3ccccc3s2)c1=O
→ -3.5%	-12.3%	7.1%
> COc1cc(/C=C(\C#N)c2ccccn2)cc(OC)c1O
→ -18.6%	9.2µM*	?
> CCc1ccc(OCc2nnc(SCCN3CCOCC3)n2C)cc1
→ 2.3%	-2.6%	?
> Cc1nc(SCC(=O)Nc2ccc3c(c2)OCCO3)c2oc3ccccc3c2n1
→ -7.4%	-16.6%	?
> COc1ccc(/C=C(/NC(=O)c2cccs2)C(=O)NCc2ccco2)cc1OC
→ 0.0%	5.6%	-8.1%
> O=C(O)c1cc(N/N=C/c2ccc3c(c2)OCCO3)ccc1Cl
→ -3.7%	-10.5%	-9.9%
> COc1ccc(Cc2nc3ccc(C(=O)N(C)Cc4nccn4C)cc3o2)cc1
→ .	-6.7%	-23.4%
> CC(=O)c1cccc(NC(=O)C2(C)Cc3c(-c4cccc(C(N)=O)c4)ccnc3O2)c1 (stereo not given)
→ .	?	?
> O=S(=O)(/N=C(\c1ccccc1F)N1CCCCC1)c1ccccc1
→ -1.1%	7.9%	5.2%
> C=C(C)COc1ccc(-c2ncncc2Oc2ccc(OC)cc2)c(O)c1
→ 7.7%	?	?
> O=C(NC1CCCCC1)N1CCN(Cc2ccco2)CC1
→ -11.3%	5.8%	12.0%
> Cc1ccc2c(c1)C1CN(C)CCC1N2C(=S)NC(=O)c1ccc(Cl)cc1Cl (stereo not given)
→ 3.6%	?	?
> CN1CCN2c3ncccc3Cc3ccccc3C2C1 (stereo not given)
→ 10.1%&-4.9%	15.9%&16.7%&-18.6%	10.8%&2.9%&-33.0%
> COc1ccccc1C(=O)NNC(=O)c1ccccc1
→ -11.3%	-13.7%	3.8%
> CCOc1ccc(CCNC(=O)CCc2cn(Cc3ccc(C)cc3)c3ccccc23)cc1
→ -1.7%	?	11.6µM*
> CCOc1ccc(Nc2ccc(N)c(S(=O)(=O)O)c2)cc1
→ .	7.6%	5.3%
> CSc1cccc(NC(N)=O)c1
→ -4.4%	-1.4%	3.3%
> O=C([C@@H]1CCCN1C(=O)c1cccs1)N1CCN(S(=O)(=O)c2ccccc2F)CC1
→ -1.2%	-0.7%	-29.3%
> Cc1ccc(NC(=O)CN2CCN(c3ccccn3)CC2)c(Cl)c1
→ -6.8%	-11.4%	?
> Cc1cc(Cl)ccc1Oc1ccc(C(N)=O)cc1[N+](=O)[O-]
→ -0.3%	-18.4%	?

(listing goes on)
Each structure is followed by: GCN5L2 inh	DT40 TDP1 CPT	TDP1 cell noCPT
> Cc1ccc(Cn2cc(CN3CC(N4CCCC4)CS3(=O)=O)nn2)cc1 (stereo not given)
→ .	-2.0%	-23.2%
> C=Cc1ccc(CN2CCCN(Cc3ccc(F)cc3)S2(=O)=O)cc1
→ -3.0%	-13.0%	-9.1%
> COc1ccc(OC)c(-n2c(O)cnc2Nc2nc(C)cc(C)n2)c1
→ -0.5%	7.9%	9.6%
> Cc1nc2cc(Oc3nc(NCCN(C)C)nc4ccsc34)ccc2s1
→ .	?	?
> CCOc1ccc(NC(=O)OCCN2CCN(CCc3ccccc3)C(C)C2)cc1 (stereo not given)
→ .	?	?
> COc1ccc(Oc2coc3cc(OC(=O)/C=C/c4ccccc4)ccc3c2=O)cc1
→ 23.7%	0.1%	-7.8%
> CCOC(=O)CNS(=O)(=O)c1cc(-c2nnc(Nc3cccc(O)c3)c3ccccc23)ccc1C
→ -6.9%	?	?
> CCOc1ccc2[nH]c3nc(SCC(=O)OC(C)C)nnc3c2c1
→ -0.9%	-9.3%	0.6%
> CC1(C)SCC(C(=O)O)N1C=O (stereo not given)
→ -2.5%	3.7%	-24.2%
> Cc1[nH]c(=O)[nH]c(=O)c1Cc1cccc2ccccc12
→ -7.6%	-2.2%	-7.6%
> CC(=O)NCC(=O)NC1(C(=O)NC2CCCC2)CCCCC1
→ -6.1%	-9.3%	-4.5%
